beta cell repl – induces beta-cell replication in MIN6 cells. proliferation, % at 10 µM. MIN6 cells proliferation, ATPlite luminescence, 48 h; cells starved in 0.2% serum; 100% = growth in 10% serum. 330,000 compounds, 0.29% hits;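 active means compounds whose signal lies at least 3.5 SD above the mean of all wells on their plate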;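 further: 0% = DMSO-treated cells in low-serum medium and 100% = 10% serum control; some compounds called inactive have numbers as strong as hits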
MPTP block – blocks calcium-induced mitochondrial swelling. 360,000 compounds, 1.4% hits. isolated mouse mitochondria, Ca2+ swelling absorbance, 30 min. inhibition, % at 10 µM. AID 602449;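 active means inhibition of 50% or more, scaled per plate between neutral and stimulator controls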;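 further: 0% = DMSO wells given calcium and 100% = 1 mM EGTA wells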
APOBEC3G inh – inhibitors of human APOBEC3G DNA deaminase | Q9HC16 | 330,000 compounds, 0.28% hits | inhibition, % at 20 µM | AID 493012 | recombinant A3G, ssDNA deamination FAM/TAMRA fluorescence;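 active means inhibition of at least 40% at 20 µM, with no more than 30% in the related APOBEC3A deaminase screen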;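 further: plate controls were DMSO wells with A3G for no effect and wells lacking A3G enzyme for full effect; some compounds called inactive have numbers as strong as hits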
Target sequence (Q9HC16 whole entry, looked up): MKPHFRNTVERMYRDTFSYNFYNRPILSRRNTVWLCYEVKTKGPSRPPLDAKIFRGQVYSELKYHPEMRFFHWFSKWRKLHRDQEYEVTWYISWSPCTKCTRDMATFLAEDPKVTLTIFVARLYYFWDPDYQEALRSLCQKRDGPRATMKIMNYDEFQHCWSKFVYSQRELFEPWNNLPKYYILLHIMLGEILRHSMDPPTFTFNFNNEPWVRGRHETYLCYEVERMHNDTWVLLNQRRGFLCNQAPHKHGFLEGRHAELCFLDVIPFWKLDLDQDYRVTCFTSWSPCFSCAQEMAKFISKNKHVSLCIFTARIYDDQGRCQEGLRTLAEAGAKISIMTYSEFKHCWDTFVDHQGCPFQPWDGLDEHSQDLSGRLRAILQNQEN
mIAP activ – increases mouse intestinal alkaline phosphatase activity. muIAP, CDP-Star luminescence, 30 min; hits give high values; 1 = vehicle-only enzyme signal, 0 = enzyme-free wells. activation factor at 10 µM. 330,000 compounds, 0.24% hits;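 active means activation factor of at least 2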; further: the source names both 10 and 20 µM as test concentration; values of inactives mirror those of a sister screen read the other way
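System: mouse IAP enzyme. Reagent: CDP-Star chemiluminescent phosphatase substrate. Benchmarks: DMSO wells, no-enzyme wells. Times: 30 min enzyme-substrate-compound incubation at room temperature. Detection: luminescence from enzymatic CDP-Star hydrolysis. Doses: test compounds delivered from DMSO solution.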
hIAP activ – human IAP activation; P09923; purified human IAP, CDP-Star luminescence, 30 min; hits give high values; 1 = vehicle-only enzyme, 0 = enzyme-free background; activation factor at 10 µM; 330,000 compounds, 0.16% hits;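 active means activation factor of the enzyme at least 2-fold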; further: the source names both 10 and 20 µM as test concentration; values of inactives mirror those of a sister screen read the other way
Target sequence (P09923 whole entry, looked up): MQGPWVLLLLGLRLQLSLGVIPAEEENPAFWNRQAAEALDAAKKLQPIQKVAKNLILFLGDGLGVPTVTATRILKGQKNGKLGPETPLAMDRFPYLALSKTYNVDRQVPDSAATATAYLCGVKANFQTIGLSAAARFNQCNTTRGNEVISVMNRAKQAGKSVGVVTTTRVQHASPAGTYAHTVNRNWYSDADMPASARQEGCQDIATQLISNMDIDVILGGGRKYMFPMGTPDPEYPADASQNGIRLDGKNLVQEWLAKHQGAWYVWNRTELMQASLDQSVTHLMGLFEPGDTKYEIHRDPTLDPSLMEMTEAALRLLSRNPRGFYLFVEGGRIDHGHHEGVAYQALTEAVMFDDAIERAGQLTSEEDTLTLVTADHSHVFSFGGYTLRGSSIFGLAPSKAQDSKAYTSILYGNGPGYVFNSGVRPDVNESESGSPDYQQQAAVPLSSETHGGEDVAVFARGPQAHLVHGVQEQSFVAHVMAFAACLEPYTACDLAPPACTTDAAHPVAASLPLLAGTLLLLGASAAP
A3A deaminase – blocks human APOBEC3A ssDNA deamination. recombinant A3A, FAM/TAMRA ssDNA deamination fluorescence. inhibition, % at 20 µM. AID 493011. P31941. 330,000 compounds, 0.41% hits;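 active means at least 40% inhibition at 20 µM here, with at most 30% in a related deaminase screen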;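 further: plate controls were A3A with DMSO for no effect and wells lacking A3A enzyme for full effect; some results filed as inactive read as strong as hits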
Target sequence (P31941 whole entry, looked up): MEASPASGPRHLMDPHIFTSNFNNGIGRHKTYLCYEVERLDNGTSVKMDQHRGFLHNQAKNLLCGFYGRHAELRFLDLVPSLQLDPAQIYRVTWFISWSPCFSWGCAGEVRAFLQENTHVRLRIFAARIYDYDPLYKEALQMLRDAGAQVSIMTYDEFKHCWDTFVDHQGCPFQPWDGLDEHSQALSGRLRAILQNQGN
mIAP inh – blocks mouse intestinal alkaline phosphatase. purified mouse IAP, CDP-Star luminescence, 30 min. inhibition, % at 10 µM. 330,000 compounds, 0.2% hits. AID 2806;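 active means inhibition of at least 40% at 10 µM in the primary screen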;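 further: plate controls were DMSO with enzyme for no effect and no enzyme wells for full effect; values of inactives mirror those of a sister screen read the other way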
hIAP inh – human IAP inhibition; purified IAP, CDP-Star luminescence, 30 min; inhibition, % at 10 µM; 330,000 compounds, 0.12% hits;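 active means inhibition reaching a set limit with compound at 10 µM in the primary screen, cut at about 35% in these data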;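 further: plate controls were DMSO wells with enzyme for no effect and no-enzyme buffer wells for full effect; values of inactives mirror those of a sister screen read the other way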
GRIN3A LBD mod – NR3A (human) ligand-binding domain modulation; NR3A LBD differential scanning fluorimetry, Tm shift; 0% = protein alone, 100% = glycine-bound protein; Tm shift relative to glycine control, % at 25 µM; 340,000 compounds, 2.5% hits;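 active means melting temperature shift of at least 10% of the positive control shift, at one fixed dose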
An asterisk follows results filed as active; / = no result given; & = joins results of further samples.

SMILES	beta cell repl	MPTP block	APOBEC3G inh	mIAP activ	hIAP activ	A3A deaminase	mIAP inh	hIAP inh	GRIN3A LBD mod
CCc1ccc(NC(=O)c2cc(S(=O)(=O)N3CCCC3)c[nH]2)cc1	-3	-0.3	0	1	1.1	9	-2	-6	-3
CC(=O)CSc1ncnc2sc3c(c12)CCC3	0	2.4	-5	1	0.95	6	-4	5	1
Cc1ccc(S(=O)(=O)N(C)C)cc1NC(=O)CSc1ncc(C(F)(F)F)cc1Cl	1	4.1	8	1.1	1.1	5	-8	-9	-8
Cc1cccc(/C=N/NC(=O)c2ccncc2)n1	-6	-0.3	-3	1	1.2	2	-4	-22	0
Cc1nnc(SCCn2c(N3CCCCC3)nc3c2c(=O)n(C)c(=O)n3C)s1	-1	1.3	-7	1	1.1	-4	-5	-8	-2
Cc1ccc(S(=O)(=O)CCC(=O)Nc2cc(Cl)ccc2-n2cncn2)cc1	-2	-0.2	-6	0.99	1.1	-2	1	-10	0
CCC1Nc2ncnc(N3CCN(c4ccccn4)CC3)c2N(Cc2ccc(Br)cc2)C1=O (stereo not given)	-6	0.4	-6	0.96	0.92	-5	4	8	-1
CC1(C)CC(=O)C2=C(C1)OC(N)=C(C#N)[C@@]21C(=O)N(CC(N)=O)c2ccccc21	2	-0.8	-1	1.1	0.93	0	-8	8	1
O=C(CN1CCN(S(=O)(=O)c2ccc(F)cc2)CC1)Nc1ccccc1F	-1	1.0	-7	1	1.1	-6	0	-10	-1
COc1ccccc1Sc1ccccc1/C=N/NC(N)=O	-2	-0.1	0	0.99	1	2	1	0	-3
C/C(=N\NC(=O)Cn1ccc(C(F)(F)F)n1)c1ccc(N2CCOCC2)cc1	-2	1.2	4	1	1.1	8	-4	-14	-1
COc1ccc([N+](=O)[O-])cc1NC(=O)CSc1ncccn1	-2	-1.4	-1	0.97	1.1	3	3	-11	-4
OCc1cn(-c2ccccc2)nc1-c1ccco1	-3	-0.3	-6	0.87	0.87	-2	13	13	0
Cc1ccc(-n2c(=O)[nH]cc(C(=O)Nc3ccc4c(c3)OCCO4)c2=O)cc1	-4	1.7	0	0.93	0.99	-3	7	1	0
COc1ccc(CN2CCC(n3nccc3NC(=O)c3ccc4c(c3)OCO4)CC2)cc1C	-4	1.8	8	1.3	1.5	3	-30	-49	3
COc1cccc(CC2(CO)CCCN(C(=O)c3cc[n+]([O-])cc3)C2)c1 (stereo not given)	1	-0.3	1	1.1	0.92	0	-11	8	1
O=C(NCC1CCC(C(=O)O)CC1)OCc1ccccc1 (stereo not given)	-1	-0.1	-1	0.93	1	2	7	-3	0
Cc1ccc2cc(CCNC(=O)c3cccc([N+](=O)[O-])c3)c(=O)[nH]c2c1C	3	1.3	-3	0.98	1	0	2	-2	0
COc1ccc(-n2nc(C(=O)NCC(=O)NC(C)C)c3ccccc3c2=O)cc1OC	-3	-0.1	-8	1.1	0.96	-5	-8	4	0
COc1ccc(S(=O)(=O)N2CCCOC2CNC(=O)C(=O)NCc2ccco2)cc1 (stereo not given)	-4	-0.8	-4	1.1	1.1	-2	-9	-10	-1
O=C(Nc1ccccn1)c1ccc(Cl)c(S(=O)(=O)N2CCCCCC2)c1	-6	-1.7	-6	0.94	0.97	1	6	3	-2
C#CCOC(=O)c1ccccc1C(=O)O	2	-0.3	-4	1.1	0.96	-1	-8	4	-1
CC(=O)c1sc(NC(=O)CS(=O)(=O)c2ccc(F)cc2)nc1C	6	0.0	-11	0.94	1	-2	6	-2	1
COc1cc(OC)c(OC)cc1CN1CCC(O)CC1	-4	1.3	5	1.1	1	3	-8	-1	0
CC(C)OC(=O)C1C2C=CC3(CN(Cc4cccs4)C(=O)C13)O2 (stereo not given)	-3	1.6	-2	1	1.2	-1	-2	-23	2
COc1cccc(C(=O)C(C#N)=C(SC)SC)c1	-4	3.6	-7	1.1	0.94	-1	-6	6	4
CCc1cc(C=C(Cl)Cl)oc(=O)c1C	-3	-0.1	-6	1	0.97	-1	-2	3	-2
O=C(c1ccc(Cl)cc1Cl)N1CCSCC1	0	2.3	-5	1	0.81	2	0	19	0
Cc1nn(-c2ccccc2)c(Cl)c1C(=O)Nc1c(C)n(C)n(-c2ccccc2)c1=O	-3	1.8	-4	1	1.1	-1	-3	-12	-1
Cc1ccc2nc(C)cc(N/N=C/c3ccc(F)cc3)c2c1	0	0.3	-9	1.2	1.1	2	-22	-6	-1

Three entries already listed, ordered by heavy-atom count, largest number first:
SMILES	beta cell repl	MPTP block	APOBEC3G inh	mIAP activ	hIAP activ	A3A deaminase	mIAP inh	hIAP inh	GRIN3A LBD mod
COc1ccc(CN2CCC(n3nccc3NC(=O)c3ccc4c(c3)OCO4)CC2)cc1C	-4	1.8	8	1.3	1.5	3	-30	-49	3
Cc1ccc(S(=O)(=O)N(C)C)cc1NC(=O)CSc1ncc(C(F)(F)F)cc1Cl	1	4.1	8	1.1	1.1	5	-8	-9	-8
Cc1nnc(SCCn2c(N3CCCCC3)nc3c2c(=O)n(C)c(=O)n3C)s1	-1	1.3	-7	1	1.1	-4	-5	-8	-2

(further entries)
SMILES	beta cell repl	MPTP block	APOBEC3G inh	mIAP activ	hIAP activ	A3A deaminase	mIAP inh	hIAP inh	GRIN3A LBD mod
CC(C)(CSc1ncccn1)NS(=O)(=O)c1ccccc1	-1	-0.7	-1	1.1	0.97	2	-13	3	-2
Cc1cc([N+](=O)[O-])ccc1NC(=O)c1ccco1	0	1.8	-3	0.94	0.99	0	6	1	-2
CCCCN(C(=O)C1CC(=O)N(Cc2ccc(C)cc2)C1)c1c(N)n(CCCC)c(=O)[nH]c1=O (stereo not given)	2	-0.9	-3	0.98	1.1	1	2	-8	2
COc1ccc(-c2nc(CN3CCC(C(=O)NC4CCN(Cc5ccccc5)CC4)CC3)c(C)o2)cc1OC	-8	0.2	-4	1.1	1.1	-2	-6	-12	0
O=C(Nc1ccc(S(=O)(=O)NC2=NCCCCC2)cc1)c1cc(S(=O)(=O)N2CCOCC2)ccc1F	0	-2.5	-8	0.96	0.98	-3	4	2	22*
COc1ccc(C(=O)Nc2cccnc2Cl)cc1OC	0	0.4	-3	1.1	1.2	-5	-6	-25	-1
CC(=O)N1C(C)(C)CC(=NOC(=O)c2ccc(C)cc2)CC1(C)C	-4	1.0	-11	1.1	0.93	-6	-12	7	-2
Oc1ccccc1-n1nc2ccc3nonc3c2n1	0	1.5	-5	1.1	1.1	-2	-7	-10	0
N=C(N)c1ccccc1	-1&0	-2.2&0.7	-3&-7	0.97&0.96	1.1&0.94	2&-6	3&4	-5&6	-1&-1
O=C(Nc1ccc(Cl)cc1)c1cccnc1N1CCCCC1	-2	-0.9	-6	0.98	1.1	-5	2	-5	0
Cc1ccc(N2C(=O)c3sc4nnc(C)c(=O)n4c3C2=O)cc1	-2	0.1	-1	0.96	0.93	1	4	7	0
O=C(NCCCN1CCOCC1)c1nn(-c2ccccc2)c(=O)c2ccccc12	-4	0.2	-13	1	1	-5	0	-4	2
COc1ccc(S(=O)(=O)n2nc(OCc3cccs3)cc2N)cc1	-2	0.6	-16	1.1	0.95	-8	-6	5	5
COc1ccc(NC(=O)CC(C)C)c([N+](=O)[O-])c1	-2	22	-2	0.9	1	-2	10	-1	-4
Cc1nnc(N(C)C(=O)c2cccnc2)s1	2	-1.1	4	1.1	1	1	-12	-1	3
C=C(C)[C@@H]1CC[C@]2(C(=O)O)CC[C@]3(C)C(CCC4[C@@]5(C)CC[C@H](O)C(C)(C)C5CC[C@]43C)C12 (stereo not given in full)	-8	0.7	2	0.53	1.3	1	47*	-28	2
Cc1ccc(C)c(NC(=O)CN(C)C(=O)Cn2c(=O)oc3ccccc32)c1	3	1.3	-7	0.96	0.94	1	4	6	2
O=C(CCN1C(=O)/C(=C/c2ccc(F)cc2)SC1=S)NC1CCS(=O)(=O)C1 (stereo not given)	0	-1.5	-1	0.93	1.2	-3	7	-16	1
NS(=O)(=O)c1ccc(CCNC(=O)CN2C(=O)c3ccccc3S2(=O)=O)cc1	0	-1.1	-9	0.95	0.92	3	5	8	4
Cc1cc(OC(F)F)ccc1NC(=S)NC1CCCC1	-2	2.0	-8	1	0.81	-7	-1	19	1
CCOCCCNC(=O)c1c[nH]c2cc(OC)ccc2c1=O	-1	-0.2	-2	0.93	1	3	8	-4	-2
CC(C)C(NC(=O)c1ccc(Cl)cc1Cl)C(=O)N1CCC1 (stereo not given)	-4	0.5	-10	1.1	1.1	-3	-11	-8	-2
Cc1cc(NS(=O)(=O)c2ccc(NC(=O)COc3ccc(C#N)cc3)cc2)nc(C)n1	-1	0.0	-8	1	1.1	-6	-2	-6	-1
Cc1[nH]n(-c2ccccc2)c(=O)c1CCO	4	-1.1	3	1.1	1.1	1	-6	-9	0
CCOC(=O)C1CCCN(c2nc3ccccc3nc2C(C#N)C(=O)OC(C)COC)C1 (stereo not given)	-2	0.4	-5	0.91	1	-2	9	0	3
COc1ccc(C)cc1S(=O)(=O)Nc1ccncc1	-2	-1.2	-4	0.95	1	-1	5	-4	1
Cc1cccc(C(=O)OCc2cnc(Cl)s2)c1	2	4.4	-10	0.9	0.94	-4	10	6	1
CC(C)Nc1nc(NC(C)C)nc(Nn2cnnc2)n1	0	-0.3	1	1	0.98	-1	-3	2	0
O=C(CSc1nc2ncc(Cl)cc2[nH]1)c1ccc2c(c1)OCO2	4	18	-10	0.93	0.94	-5	8	6	2
CCCCCC1=C(C(=O)OC)C(C(=O)OCC)N(S(=O)(=O)C(F)(F)F)c2ccccc21 (stereo not given)	/	-1.0	3	0.88	/	-2	12	/	3
CCOc1ccc(/C=C\C(C)=N\O)cc1	-3	0.0	-3	0.94	0.86	-1	6	14	2
CCOc1cc(C(=O)NC(=S)Nn2cnnc2)cc(OCC)c1OCC	0	1.6	-8	1	1	-5	0	-3	2
COc1cc(C(=O)OC(C)CN2C(C)CCCC2C)cc(OC)c1OC (stereo not given)	0	0.7	-4	0.98	1	-3	2	-1	1
O=C(/C=C/c1cc(Br)ccc1F)OCC(=O)N1CCOCC1	-2	-0.2	-4	0.96	0.92	0	4	8	1
Cc1ccc(NC(=O)CN(C)C(=O)COc2cccc3cccnc23)cc1	-1	0.1	-6	1	1.1	-1	-3	-7	-1
CC(=O)c1ccc(OCC(=O)N2CCCC(Nc3ccc(C)c(C)c3)C2)cc1 (stereo not given)	7	-0.7	-6	0.97	1.3	2	3	-26	0
Nc1nccnc1C(=O)OCc1nc2sc3c(c2c(=O)[nH]1)CCCC3	1	0.3	-6	1	0.91	4	-2	9	-2
O=C(NNC(=O)c1ccc(Br)o1)c1csc(N2CCOCC2)n1	9	-1.8	-4	0.89	2.2*	-4	11	-115	0
COc1ccc(S(=O)(=O)Nc2c(C)ccc3nsnc23)cc1OC	0	-0.1	-4	1.1	1.2	-2	-8	-19	0
C/C(=N\Nc1ccc(Cl)c(C(=O)O)c1)c1ccc(N2CCOCC2)cc1	-1	-1.6	2	1	1.1	0	-1	-7	-2
COc1ccc(OCC(=O)NNC(=O)C(=O)Nc2ccc(C)cc2)cc1	-2	-0.1	1	0.8	1.7	2	20	-66	-7
Cc1ccc2occ(C(c3nnnn3C3CCCC3)N3CCN(C(=O)c4ccco4)CC3)c(=O)c2c1 (stereo not given)	-2	0.4	-5	1	0.91	-5	-5	9	-1
Cc1cc(C)n2nc(C(=O)Nc3ccc4c(c3)OCO4)nc2n1	-3	-1.0	4	0.9	1.1	6	10	-10	0
COc1ccc(C(=O)NCc2nnc(SCC(=O)Nc3ccccc3F)o2)cc1	-2	-1.2	-4	0.94	0.99	0	6	1	-1
Clc1ncc(CN2CCN(c3ccccc3)CC2)s1	5	-0.9	-6	0.95	1	-1	5	0	2

High-throughput results as filed in PubChem BioAssay.
